GALK inhibitor: qHTS Assay for Inhibitors of Human Galactokinase (GALK) | P51570 | Purified GALK, Kinase-Glo residual ATP luminescence | Potency, µM (highest dose often 57.5 µM), inactives show top-dose activity change, negative = inhibition, most hits filed as inhibitors | hit rate 0.007% among 270,000; further: potency means the concentration at half of the fitted maximal effect
Target sequence (P51570 whole entry, looked up): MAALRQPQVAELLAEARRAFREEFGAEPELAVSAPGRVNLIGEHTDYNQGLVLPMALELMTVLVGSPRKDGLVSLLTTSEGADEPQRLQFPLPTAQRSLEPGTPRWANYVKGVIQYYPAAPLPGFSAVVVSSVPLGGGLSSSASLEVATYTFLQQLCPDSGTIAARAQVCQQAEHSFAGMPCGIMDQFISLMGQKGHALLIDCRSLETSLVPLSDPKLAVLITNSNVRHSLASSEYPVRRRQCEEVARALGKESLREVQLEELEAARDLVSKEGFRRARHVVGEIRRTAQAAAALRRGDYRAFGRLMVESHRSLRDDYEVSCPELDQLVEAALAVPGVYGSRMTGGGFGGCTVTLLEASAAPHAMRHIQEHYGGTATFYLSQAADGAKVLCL
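Human GALK (5 nM) with 35 uM ATP and 100 uM galactose in 20 mM HEPES pH 8.0, 5 mM MgCl2, 60 mM NaCl, 1 mM DTT, 0.01% BSA. After 1 h at room temperature, leftover ATP was read by Kinase-Glo Plus luminescence.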
PKM2 act: qHTS Assay for Activators of Human Muscle isoform 2 Pyruvate Kinase; hit rate 0.34% among 260,000; Potency, µM (highest dose often 57.5 µM), for the others: top-dose activation, hits mostly activators; Pyruvate kinase PKM (Homo sapiens), P14618; AID 1631, 2009; purified PKM2, Kinase-Glo ATP luminescence, activation; response scale: 0% is enzyme alone, no compound; further: potency means the concentration at half of the fitted maximal effect; nearly all actives have a fitted effect of over 55% in size
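ATP formation by purified human PK-M2, quantified via coupled luciferase luminescence after 1 h at room temperature with 0.1 mM ADP and 0.5 mM PEP final.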
Chronic BCR inh: qHTS Assay to Find Inhibitors of Chronic Active B-Cell Receptor Signaling; hit rate 0.05% among 340,000; AID 493014, 2011; Potency, µM (doses to about 46.1 µM), without a hit: at the top dose ratio change, negative = lower green/red ratio, actives largely listed as inhibitors; ABC-DLBCL IkBa-CBG/CBR reporter, luminescence ratio, 4 h; active means well fitted inhibition curve with a large enough effect in the signal ratio, with a control signal flat, not every such curve was filed as active; inconclusive means small, poorly fitted or top-dose-only effect, or effect the other way, or a change in a side signal; the % refers to the signal ratio;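 further: potency means the concentration at half of the fitted maximal effect; plate controls were basal doxycycline-induced cells for no effect and cells given 10 µM MG132 for full effect; MG132 reads +100%, hits lower the ratio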
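Cell line TMD8 (human ABC DLBCL), stably expressing tet-inducible CBG68-IkBa fusion and CBR; IMDM/0.5% FBS; cpd up to 46 uM; dox induction, 4 h, 37C/5% CO2; dual luminescence; green/red ratio; MG132 control.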
FBPA coupling cs: qHTS Assay for Inhibitors of Fructose-1,6-bisphosphate Aldolase from Giardia Lamblia: Coupling assay counterscreen; coupling enzyme system counterscreen, AmpLite Red fluorescence; hit rate 0.67% among 290,000; AID 2472, 2010; activity change, negative = inhibition, % at 58.2 µM, hits read low; in the data active means activity change below about -30%
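Coupling enzymes only (glyceraldehyde-3-phosphate) + compound, at 57.5 uM final, 10 min RT; add substrate/coupling/AmpLite Red mix, 20 min RT; fluorescence ex 525/em 598 nm. Actives flag coupling-system interference.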
uPA surface inh: qHTS for Inhibitors of Cell Surface uPA Generation | hit rate 0.31% among 330,000 | Potency, µM (top dose mostly 38.3 µM), inactives show at the top dose activity change, negative = inhibition, hits mostly inhibitors | cell surface uPA generation assay, qHTS | AID 540303, 2011; active means well fitted inhibition curve with a large enough effect; inconclusive means small, poorly fitted or top-dose-only effect; inactive means no such curve, though single readings can be large or run the other way; tested in mouse RAW 264.7 cells; further: potency means the concentration at half of the fitted maximal effect; nearly all actives have a fitted effect of over 55% in size
USP2a inh: qHTS Assay for Inhibitors of Ubiquitin-specific Protease USP2a Using CHOP2 as the Reporter | Ubiquitin carboxyl-terminal hydrolase 2 (Homo sapiens), O75604 | USP2 core, Ub-CHOP2 coupled fluorogenic reporter, 485/531 | Potency, µM (titrated, usually from 38.3 µM), inactives show top-dose activity change, negative = inhibition, hits mostly inhibitors | hit rate 0.01% among 330,000;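 further: potency means the concentration at half of the fitted maximal effect; plate controls were DMSO wells for no effect and full inhibition by NEM control for full effect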
Target sequence (O75604 whole entry, looked up): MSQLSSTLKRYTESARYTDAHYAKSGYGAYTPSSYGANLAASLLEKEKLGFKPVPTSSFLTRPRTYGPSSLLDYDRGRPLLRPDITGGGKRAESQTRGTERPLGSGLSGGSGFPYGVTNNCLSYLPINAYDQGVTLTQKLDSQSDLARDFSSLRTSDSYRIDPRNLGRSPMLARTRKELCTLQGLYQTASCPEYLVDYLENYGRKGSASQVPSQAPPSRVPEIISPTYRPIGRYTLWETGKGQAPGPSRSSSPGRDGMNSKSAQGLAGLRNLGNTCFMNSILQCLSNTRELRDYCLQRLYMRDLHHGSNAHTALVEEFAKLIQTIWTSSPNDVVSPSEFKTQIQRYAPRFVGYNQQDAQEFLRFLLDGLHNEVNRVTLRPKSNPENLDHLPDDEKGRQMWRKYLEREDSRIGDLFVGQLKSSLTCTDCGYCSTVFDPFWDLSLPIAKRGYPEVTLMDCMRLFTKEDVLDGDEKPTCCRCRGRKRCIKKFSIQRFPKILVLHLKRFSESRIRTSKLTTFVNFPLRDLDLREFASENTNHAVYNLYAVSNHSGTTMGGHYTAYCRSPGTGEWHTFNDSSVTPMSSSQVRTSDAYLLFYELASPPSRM
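Deubiquitinase activity read as fluorescence (485/531 nm) after Ub-CHOP2 cleavage activates the enterokinase reporter on its substrate; USP2 core 10nM, Ub-CHOP2 and substrate 25nM each, 30min compound preincubation then 60min RT; data normalized to NEM, curves fitted.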
KCNH2 WT inh: qHTS for Inhibitors of KCHN2 3.1: Wildtype qHTS | Voltage-gated inwardly rectifying potassium channel KCNH2 (Homo sapiens), Q12809 | U2OS, BacMam KCNH2, thallium flux FluxOr; hits give low values | activity change, % at 1.84 µM | hit rate 0.37% among 340,000 | AID 720551, 2013;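 active means maximum activity change below -70%; inconclusive means maximum activity change between -70% and -50%; inactive means maximum activity change above -50%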
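U2OS cells were transduced with wild-type KCNH2 virus (2.03 x 10^8 / mL) for 4 h at room temperature, then cultured overnight at 37 C. Thallium flux was read with FluxOr dye. Rate constants were normalized to DMSO controls.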
Giardia kill: Small Molecules that selectively kill Giardia lamblia: qHTS; Giardia lamblia trophozoite viability; activity change, % at 7.66 µM, hits read low; hit rate 0.15% among 340,000; AID 540267, 2011; in the data active means activity change below about -80%; inconclusive means between about -30% and that limit;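 further: parasites exposed to compound for two days anaerobically before the ATP read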
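Luminescent ATP signal served as the viability read-out, measured 15-30 min after adding ATP detection reagent to trophozoites that had been incubated with compounds for 48 hrs at 37 deg C anaerobically at 100 cells/well.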
KCNH2 3.1 inh: qHTS for Inhibitors of KCHN2 3.1: Mutant qHTS | hit rate 0.95% among 340,000 | AID 720553, 2013 | activity change, % (tested at about 1.8 µM) | Potassium voltage-gated channel subfamily H member 2, brain isoform KCNH2 3.1 (human) | U2OS KCNH2 3.1, thallium flux FluxOr; hits give low values;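 active means maximum activity change below -70%; inconclusive means maximum activity change from -70% to -50%; inactive means maximum activity change above -50%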;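 further: thallium influx rate constant from kinetic fluorescence after stimulation buffer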
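U2OS cells transduced with KCNH2 3.1 mutant virus (1.77 x 10^8 /mL, 4 h), plated overnight at 37 C, loaded 45 min with FluxOr dye plus Red40 quencher. Thallium flux rate constant from kinetic reads after stimulation buffer, normalised to controls.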
B2AR arrestin: qHTS assay of beta-arrestin-biased ligands of beta2-adrenergic receptor. beta-arrestin recruitment to beta2AR, cell-based reporter. AID 492947, 2010. Beta-2 adrenergic receptor (Homo sapiens), P07550. Potency, µM (doses to about 46.1 µM), without a hit: at the highest dose activation, hits mostly activators. hit rate 0.02% among 330,000;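 further: potency means the concentration at half of the fitted maximal effect; 0% = DMSO controls and full agonism = EC100 isoproterenol or metaproterenol; nearly all actives have a fitted effect of over 65% in size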
Eya2 phos inh: qHTS Assay for Inhibitors of the Phosphatase Activity of Eya2 | recombinant Eya2, OMFP fluorescence dephosphorylation (OMFP is methylfluorescein phosphate) | Protein phosphatase EYA2 (Homo sapiens), O00167 | Potency, µM (series often up to 76.9 µM), for the others: top-dose activity, negative = inhibition, actives largely listed as inhibitors | hit rate 0.006% among 330,000 | AID 488837, 2010; further: potency means the concentration at half of the fitted maximal effect
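Eya2 (0.2 uM) preincubated 10 min at ambient with compound, then OMFP substrate added at 50 uM; 10 min reaction in 50 mM HEPES pH 7.5, 50 mM NaCl, 5 uM MgCl2, 0.05% BSA, 1 mM DTT. Fluorescence read at Ex 485/Em 525 nm.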
Starred values were filed as active, the others as inactive; ? = inconclusive; . = not tested or not shown; [ ] = remark or other dose. Unless noted, the call rests on the fitted dose curve; in most records, active means well fitted curve in the direction sought with a large enough effect; inconclusive means small, poorly fitted or top-dose-only effect, or another doubt; inactive means no such curve, though single readings can be large; an effect the other way counts as inactive or inconclusive. Unless noted, on the % scale 0 is the no-effect control and ±100 the full control effect. Not a hit list. Share with any hit: about 2.4%.

SMILES	GALK inhibitor	PKM2 act	Chronic BCR inh	FBPA coupling cs	uPA surface inh	USP2a inh	KCNH2 WT inh	Giardia kill	KCNH2 3.1 inh	B2AR arrestin	Eya2 phos inh
Cc1cc(C)c(O)c(-c2cc(C(=O)Nc3c(C)n(C)n(-c4ccccc4)c3=O)[nH]n2)c1	5%	-3%	?	6	2%	-1%	8	27	7	-0.9%	-2%
COc1cccc(CN2CCN(Cc3ccc4c(c3)OCCO4)CC2CCO)c1 (stereo not given)	5%	-3%	?	-6	-3%	0%	6	13	6	-0.7%	8%
COc1ccc(OCc2nn3c(Cn4cnc5ccccc54)nnc3s2)cc1	7%	25µM*	-1%	1	-13%	1%	-4	-8	-1	-0.1%	-2%
O=C(CCc1nnc(Cc2c[nH]c3ccccc23)o1)NC1CCCC1	0%	-5%	2%	-1	-1%	2%	0	-4	8	-0.3%	0%
Cn1c(=O)cc(SCC(=O)NCCN2CCN(c3ccccc3F)CC2)c2cc(Cl)ccc21	-1%	-1%	-10%	0	-1%	-1%	-5	-8	-7	0.4%	13%
C[C@H](NC(=O)c1nc[nH]c1C(=O)N[C@H](C)c1ccccc1)C(=O)OCc1ccccc1	6%	10%	?	2	3%	0%	7	31[activator]	1	3.8%	-15%
CC(=O)Nc1ccc(N=Cc2c(O)c(C(=O)Nc3ccccc3)cc3ccccc23)cc1	-2%	-8%	?	-13	-3%	5%	-21	-4	-17	-0.3%	-23%
Cc1c(CC(=O)NCCCC(=O)O)c(=O)oc2cc3c(cc12)CCC(C)(C)O3	.	.	8%	1	6%	3%	-1	-6	-3	0.3%	6%
O=C(CCN1C(=O)COc2ccccc21)NCCCN1CCCC1	5%	.	1%	.	8%	0%	-1	11	5	-0.1%	5%
O=C(CC(=O)Nc1cc(Cl)ccc1Cl)Nc1cc(Cl)ccc1Cl	4%	.	1%	1	9%	2%	6	1	3	-0.1%	4%
O=C(Nc1ccc(-c2nnco2)cc1)c1ccccc1	-1%	-8%	?	-1	0%	1%	1	2	3	-0.1%	1%
COc1ccc2c(CC(=O)OCc3nc4ccsc4c(=O)[nH]3)coc2c1	.	.	?	.	-6%	0%	-19	3	-12	-0.5%	-2%
OCCc1c[nH]c2cc(F)ccc12	.	0%	-2%	-2	4%	1%	-14	-9	-6	-0.6%	4%
O=C(NCCCn1ccnc1)c1cc2ccccc2oc1=O	-2%	-9%	9%	1	-4%	3%	5	-1	5	-0.5%	1%
CCn1c(CNc2ccc(F)cc2)nnc1SCCN1CCCCC1	1%	1%	1%	1	7%	3%	-4	11	4	-0.8%	-2%
CCOc1ccc(NC(=O)CCC(=O)NNC(=O)c2ccco2)cc1	9%	5%	?	1	0%	10%	-1	-10	7	0.3%	1%
CCc1nnc2n1N=C(c1ccc(Cl)cc1Cl)CS2	-1%	5%	-1%	2	1%	0%	-6	8	-4	0.2%	5%
CCOc1ccc(-n2c(O)c(/C=N/Nc3nc(C)cc(C)n3)c3ccccc3c2=O)cc1	0%	-4%	9%	-12	-9%	-4%	-12	-7	6	4.5%	-9%
O=C(CSc1nnc(-c2ccc(Cl)cc2Cl)n1C1CCCCC1)NC1CCS(=O)(=O)C1 (stereo not given)	-4%	-7%	-17%	.	1%	-1%	-17	-12	0	0.0%	-1%
NS(=O)(=O)c1ccc(NC(=O)c2ccc(S(=O)(=O)N3CCCCC3)cc2)cc1	.	.	-2%	.	16%	4%	1	8	12	-0.2%	6%
CCN(CC(=O)NCc1ccncc1)S(=O)(=O)c1cc(Cl)ccc1Cl	1%	1%	2%	3	-2%	3%	-1	8	7	0.1%	1%
CCn1nc(NC(=O)C(C)C)c2cc3cccc(C)c3nc21	.	.	0%	1	-10%	-2%	0	16	6	0.3%	-18%
N=c1c(C(=O)NCc2ccco2)cc2c(=O)n3ccccc3nc2n1C1CCCC1	0%	.	4%	2	-3%	1%	-4	13	-24	-1.2%	12%
Cc1c(C(=O)N2CCCC2)sc(NC(=O)c2cccs2)c1C#N	-8%	-2%	-3%	5	0%	1%	-14	5	-9	0.1%	-21%
CC(NC(=S)Nc1ccc(Cl)cc1)C(c1ccccc1)N1CCOCC1 (stereo not given)	0%	8%	13%	1	8%	1%	-7	3	11	-0.6%	-15%
COCCn1c(SCC(=O)NCc2ccc3c(c2)OCO3)nc2ccccc2c1=O	-2%	-11%	1%	-7	-8%	2%	-1	7	-19	-0.5%	1%
COc1ccccc1CNC(=O)COC(=O)/C=C/c1ccc2c(c1)OCO2	.	.	3%	.	0%	5%	1	5	-7	-0.1%	5%
Clc1nn2cnnc2c2ccccc12	-5%	4%	?	-4	?	-2%	-9	1	-3	-0.2%	-2%
CCCCC(=O)Nc1ccc2c(c1)nc(CCN1CCOCC1)n2C	10%	12%	0%	1	-1%	1%	-2	-5	-1	-0.5%	6%
c1ccc2c(c1)N1CCN=C1N2CCN1CCCCC1	-1%	-7%	-3%	2	8%	-1%	5	17	1	-0.3%	-24%
CCCOc1ccc2cc(C(=O)NCc3ccccc3)c(=O)oc2c1	7%	8%	2%	1	-1%	0%	-4	-19	12	-1.1%	14%
Oc1ccc(CNc2ccccc2)c2cccnc12	5%	-6%	?	-7	-7%	-1%	0	-21	1	-0.4%	-1%
CSc1cccc(NC(=S)N(CCCN2CCCC2)Cc2cccn2Cc2ccc(Cl)cc2)c1	-1%	-15%	?	1	-4%	-2%	-33	4	-27	0.1%	3%
Cc1cc(=O)n2nc(N3CCC(C(=O)NCc4cccc(Cl)c4)CC3)sc2n1	4%	.	-1%	.	-1%	-7%	-1	?	0	0.0%	2%
COc1ccc(N=Cc2nc(-c3ccccc3)oc2OC(C)=O)cc1	4%	0%	-5%	2	-12%	4%	1	2	13	-0.5%	-4%
Cc1ccc(Cn2ncc3c(NCCCN(C)C)ncnc32)cc1	.	.	?	1	9%	1%	10	8	-3	0.0%	-6%
CC1(C)CC(=O)c2c(nn(-c3ccccc3)c2N)C1	-3%	-6%	1%	-1	-6%	-1%	18	8	15	-1.4%	6%
COc1ccc(N(C(=O)/C=C/c2ccccc2)C2=CC3CCC(C2)N3C)cc1 (stereo not given)	.	2%	-3%	-3	-4%	0%	7	-1	-49	-0.2%	3%
COCCn1c(CN2CCN(c3ccc(F)cc3)CC2)nc2c1c(=O)n(C)c(=O)n2C	10%	-1%	-24%	2	.	-1%	.	.	.	-0.5%	-4%
C#CCOCCOCCOCCNc1nc(N2CCN(C(=O)[C@H](CCCCN)n3cc([C@@H](N)CO)nn3)CC2)nc(N2CCN(C(=O)[C@H](Cc3cc4ccccc4[nH]3)n3cc([C@@H](N)CO)nn3)CC2)n1	0%	0%	1%	-7	.	-1%	.	.	.	-0.9%	4%
Cc1ccc(C)c(N2CCN(C(=O)c3ccc4nc(N5CCOCC5)sc4c3)CC2)c1	4%	.	-5%	.	-12%	0%	-2	-14	-18	-0.1%	-3%
Cc1nc2cc3c(cc2s1)OCO3	0%	-9%	-3%	0	4%	0%	-2	17	13	-0.4%	-3%
O=C(c1ccco1)N1N=C(c2cccs2)CC1c1ccc(F)cc1 (stereo not given)	-2%	-10%	?	0	-5%	-8%	-1	-3	-12	0.0%	-5%
CSCCOC(=O)C1=C(C)NC(=O)CC1c1ccccc1Cl (stereo not given)	1%	1%	0%	1	-7%	-3%	-11	-7	-10	-0.4%	7%

Bioassay records as filed in PubChem BioAssay.
